RMI FANCM FP: disruptors of RMI1/RMI2 association with MM2 peptide – biochemical, fluorescence polarization, human, primary screen | RMI core complex with F-MM2 peptide; active compounds read low | FP signal (polarization) at 33 µM | 70,000 compounds, 0.58% hits; in the data active means FP signal below about 40; further: inactives centre near 61; strong numbers were not always called active; unit not given here
* hit, by the source's call; & = joins results of further samples; ! = repeats disagree. An excerpt (hit frequency here may not be typical).

compound,RMI FANCM FP
O=c1[nH]c(SCc2ccc(Cl)cc2Cl)nc2c1cnn2-c1ccccc1,91
c1ccc(Oc2ccc(-c3nc(-c4ccccc4)nc4ccccc34)cc2)cc1,62
Cc1ccn(-c2ccc(Nc3ccc(NC(=O)c4c(F)cccc4Cl)cc3)nn2)n1,63
COc1ccc(N2CCN(C(=O)Cc3csc4nc(-c5ccc(C)cc5)cn34)CC2)cc1,63
O=C(Nc1nc(-c2ccc(Cl)cc2)cs1)c1ccc2c(c1)OCCO2,84
CCOc1ccc(-c2ccc3nnc(SC)n3n2)cc1,55
CCN1CCC[C@H]1CNC(=O)c1cc(S(N)(=O)=O)ccc1OC,22*!
Cc1ccc2nc3sc(Nc4ccc(Br)cc4)nn3c(=O)c2c1,126
COC(=O)c1ccc2c(=O)n(CC(=O)NCc3ccc(OC)cc3)c(=S)[nH]c2c1,67
CC(C)N1CCC(CNC(=O)c2ccco2)CC1,62
CC1CC(C)CN(S(=O)(=O)c2c(Cl)cccc2Cl)C1 (stereo unspecified),56
O=C(C1=NNCC1c1c2ccccc2cc2ccccc12)c1ccc2ccc3ccccc3c2c1 (stereo unspecified),63
COc1cc(C(=O)NC(C)C)c(Br)c(OC)c1OC,67
CC(C)c1ccc(NC(=O)Cn2ccn(-c3cccc(F)c3)c(=O)c2=O)cc1,68
N#CC(N=Nc1ccc2c(c1)COCO2)S(=O)(=O)c1ccccc1 (stereo unspecified),55

Continued; it opens with the seven that closed the last part.
compound,RMI FANCM FP
COC(=O)c1ccc2c(=O)n(CC(=O)NCc3ccc(OC)cc3)c(=S)[nH]c2c1,67
CC(C)N1CCC(CNC(=O)c2ccco2)CC1,62
CC1CC(C)CN(S(=O)(=O)c2c(Cl)cccc2Cl)C1 (stereo unspecified),56
O=C(C1=NNCC1c1c2ccccc2cc2ccccc12)c1ccc2ccc3ccccc3c2c1 (stereo unspecified),63
COc1cc(C(=O)NC(C)C)c(Br)c(OC)c1OC,67
CC(C)c1ccc(NC(=O)Cn2ccn(-c3cccc(F)c3)c(=O)c2=O)cc1,68
N#CC(N=Nc1ccc2c(c1)COCO2)S(=O)(=O)c1ccccc1 (stereo unspecified),55
CSC1=NCCN1C(=O)c1cc2ccccc2o1,59
COc1ccc(S(=O)(=O)NCC2CCN(Cc3ccco3)CC2)cc1,70
CC(C)(C)c1ccc(S(=O)(=O)NCC(=O)Nc2ccc3c(c2)OCCO3)cc1,65
COCCCn1c(O)c(C=Nc2cc(OC)ccc2OC)c(C)c(C#N)c1=O,290
Cn1c(=O)n(CC(=O)NC2CCCCC2)c(=O)c2c(N3CCN(C(=O)C4CC4)CC3)ccnc21,57
c1ccc(-c2ccc(OCC3CO3)cc2)cc1 (stereo unspecified),60
O=C(c1cc(=O)c2ccccc2o1)N1CCN(Cc2nc(-c3ccc(F)cc3)cs2)CC1,62
COc1cc(Cn2nc(-c3ccccc3)c3sc(N4CCOCC4)nc3c2=O)cc(OC)c1,66
CCSc1nc(-c2ccccc2)c(NC(=O)C2CC2)s1,61
Cc1nnc(SCC(=O)c2ccc3c(c2)OCCO3)s1,74
COc1ccc(NC(=O)c2scc(-c3ccccc3)c2-n2cccc2)c(OC)c1,61
CCOC(=O)CSC(=S)NCc1ccc(F)cc1,55
O=C(CCn1c(=O)sc2ccccc21)Nc1ccc(F)c([N+](=O)[O-])c1,60
Cc1ccc(-c2ccc(OCC(=O)NC(C)(C)C)cc2)cc1,65
COc1cc(NC(=O)Cn2ccn(-c3ccc(OC)c(OC)c3)c(=O)c2=O)cc(OC)c1,55

Entries from the list above with a cyano group:
compound,RMI FANCM FP
N#CC(N=Nc1ccc2c(c1)COCO2)S(=O)(=O)c1ccccc1 (stereo unspecified),55
COCCCn1c(O)c(C=Nc2cc(OC)ccc2OC)c(C)c(C#N)c1=O,290

Continuation:
compound,RMI FANCM FP
C=CC[n+]1c(NNC(=O)c2ccc(Br)cc2)sc(C)c1-c1ccc(OCC)cc1,56
CCn1cc(C(=O)O)c(=O)c2cnc(N3CCCC3)nc21,59&61
COc1ccc(NC(=O)c2cccc(Br)c2)cc1N1CCCCC1=O,52
CCOC(=O)c1oc2ccccc2c1NC(=O)c1cc(-c2cccs2)nc2ccccc12,67
Cc1ccc(C)c(Cn2nnc(C(=O)Nc3ccc(C)c(C)c3)c2N)c1,68
CCn1cc(C(=O)O)c(=O)c2cc3c(cc21)OCO3,40&67&46
CC(=O)Oc1cccc2c1C(=O)C=CC2=O,52
CC1CCc2c(sc3ncnc(SCc4ccc([N+](=O)[O-])cc4)c23)C1 (stereo unspecified),58
COC(=O)c1c(NC(=O)c2ccnn2C)sc2c1CCN(C(C)=O)C2,72
Cn1cc(NC(=O)OC(C)(C)C)cc1C(=O)O,51
CC(C)c1ccc(NC(=S)NNC(=O)NC(=O)c2csc([N+](=O)[O-])c2)cc1,51
COc1ccccc1C(=O)N(CN1CCCC1=O)c1cccc(C(F)(F)F)c1,60
CCOC(=O)C1C(=O)C=C(c2cccs2)CC1c1ccc(N(CC)CC)cc1 (stereo unspecified),62
O=C(/C=C/c1ccccc1)N1CCN(Cc2nc(-c3ccco3)cs2)CC1,62
CCN1C(=O)Cc2cc(NC(=O)c3ccc(F)c(F)c3)ccc21,68

Two entries picked at random from the list so far, as already listed:
compound,RMI FANCM FP
CC(C)c1ccc(NC(=S)NNC(=O)NC(=O)c2csc([N+](=O)[O-])c2)cc1,51
COC(=O)c1c(NC(=O)c2ccnn2C)sc2c1CCN(C(C)=O)C2,72

(cont.)
compound,RMI FANCM FP
COc1ccc(Cl)cc1C(=O)Nc1cccc(-c2cn3ccsc3n2)c1,82
CN(C(=O)CN1CCN(Cc2nc(-c3ccccc3)cs2)CC1)c1ccccc1,59&61
Cc1ccc2c(c1C)NC(=O)CC(c1ccccc1O)=N2,72
C=CCNS(=O)(=O)c1ccc(C(=O)NC2CC(C)(C)NC(C)(C)C2)cc1,66
CCOc1c(C)cc(S(=O)(=O)Nc2ccc3c(c2)C(=O)N(CC)c2ccccc2O3)cc1C,70
Oc1c(C(c2ccco2)N2CCN(Cc3ccccc3)CC2)sc2nc(-c3ccco3)nn12 (stereo unspecified),60
COc1cc(OC)cc(-c2noc(CSc3nc4ccccc4c(=O)n3Cc3ccco3)n2)c1,82
O=C1CN(c2cc(Cl)cc(Cl)c2)C(=O)CN1/N=C/c1cccnc1,53
C=C[C@@](C)(O)CCC1C(=C)CCC2[C@@](C)(CO)CCC[C@]12C (stereo partly specified),65
Cc1ccc(N2CCN(S(=O)(=O)N3CCCCC3)CC2)c(C)c1,60
CC12CCC(C(=O)N3CCOCC3)(C(Br)C1=O)C2(C)C (stereo unspecified),59
CC(C)CCn1c(SCC(=O)Nc2nccs2)nc2c(oc3ccccc32)c1=O,83
COc1c(C(=O)Nc2cc(C(F)(F)F)cc(C(F)(F)F)c2)csc1Cl,63
CN1CCCc2cc(C(CNC(=O)c3ccco3)N3CCOCC3)ccc21 (stereo unspecified),57
Cc1ccccc1C(=O)Nc1nnc(-c2ccc3c(c2)OCCO3)o1,72
NC1=NC(=O)S/C1=C\c1cc(Cl)ccc1OCC(=O)Nc1ccc(Cl)cc1,99
CCOc1ccc(NC(=O)CNS(=O)(=O)c2ccc(F)c(Cl)c2)cc1,72
O=C(CSc1ccc(-c2cccnc2)nn1)NCc1ccc(F)cc1,56
Cc1cc(=O)c2cc(C(=O)NCc3ccccc3)ccc2[nH]1,63
NNC(=O)Cn1nnc(-c2cccc([N+](=O)[O-])c2)n1,65
Cc1ccc(C(=O)O/N=C(/N)CSc2ccc(C(F)(F)F)cn2)cc1,59
O=C(c1ccc(S(=O)(=O)N2CCCCC2)cc1)N1CCN(c2ncnc3c2nnn3-c2ccccc2)CC1,51
O=C(CSc1ccc(-c2ccc(-n3ccnc3)cc2)nn1)N1CCc2ccccc21,61
Cc1cc2cc(CNS(=O)(=O)N(C)C)ccc2[nH]1,53
COC(=O)C1C(c2ccccc2)NC(c2ccccc2)C(C(=O)OC)S1(=O)=O (stereo unspecified),47
O=C(CSc1nncn1-n1cccc1)Nc1cc(Cl)ccc1Cl,55
O=c1c2c(-c3ccccc3)csc2ncn1/N=C\c1cccnc1,57
COc1cc(C2c3cccn3CCN2S(=O)(=O)N(C)C)cc(OC)c1OC (stereo unspecified),53
COc1cccc(CSc2nc(CC(=O)N3CCN(C(C)=O)CC3)cc(=O)[nH]2)c1,67
COc1ccc(NC(=O)NCCCn2nc(-c3ccccc3)ccc2=O)c(OC)c1,66
COc1ccccc1N1CCN(C(=O)c2c(C)noc2C)CC1,57
CCSc1ccc(C(=O)Nc2nnc(Cc3cccs3)o2)cc1,68
COc1ccc(CCNC(=O)CSc2nnc(-c3ccccc3)o2)cc1OC,76
CNC1(C)CCS(=O)(=O)C1 (stereo unspecified),63
N/C(=N\OC(=O)c1ccc(Cl)cc1)c1ccccn1,61
CC1(C)CC(=O)C(c2cc(NS(=O)(=O)c3ccc(Cl)cc3)c3ccccc3c2NS(=O)(=O)c2ccc(Cl)cc2)C(=O)C1,55
O=S(=O)(NCc1ccsc1)c1cccc(F)c1,67
O=C(O)CSc1ccc(F)cc1,74
Cn1ccnc1SCc1cc(=O)c(OC(=O)CC2CCCCC2)co1,55
O=c1ccc(-c2ccc(F)cc2)nn1CCNS(=O)(=O)CCc1ccccc1,56
c1ccc(-c2[nH]c3ccccc3c2-c2ccccc2)cc1,59
Cn1c(-c2ccco2)n[nH]c1=S,53
Cc1cc(=O)[nH]c(-n2nc(C)c(CCC(=O)Nc3cc(C)on3)c2C)n1,64
CCOc1ccc(N2C(=O)CC(/C=C3/N(C)c4ccccc4C3(C)C)C2=O)cc1 (stereo unspecified),68
COC(=O)c1ccc(Oc2ncnc(N)c2[N+](=O)[O-])cc1,62
CC1=C(C(=O)Nc2ccccc2)C(c2ccc(Br)cc2)n2nc(CCCO)nc2N1 (stereo unspecified),60
O=C(Nc1ccc2[nH]c3c(c2c1)CCCC3)c1ccco1,54
Cc1sc2ncnc(SCC(=O)N3CCCC3)c2c1C,67
O=S(=O)(c1cc(F)ccc1F)N1CCC(c2nc3ccccc3[nH]2)CC1,56
COc1ccccc1NC(=O)c1ccc(N2CC3CC(C2)c2cccc(=O)n2C3)c(NC(=O)c2ccccc2Cl)c1 (stereo unspecified),57
CC(C)n1c(=O)c2ccccc2n(Cc2nc(-c3ccc4c(c3)OCO4)no2)c1=O,108
CS(=O)(=O)c1ccccc1C(=O)Nc1nnc(-c2ccc(Cl)cc2)o1,53
O=c1c2nc(N3CCCC3)sc2c(-c2cccs2)nn1Cc1cccc(F)c1,62
CCOC(=O)c1c(NC(=S)Nc2ccccc2)sc(C)c1C,59
COC(=O)CC1C(=O)NCCN1C(=O)c1sc2ccccc2c1Cl (stereo unspecified),59
O=C(COc1ccccc1)OCN1C(=O)c2ccccc2C1=O,59
COc1coc(C(=O)Nc2nc(C)cs2)cc1=O,61
CCc1nnc(-c2ccc(NC(=O)c3ccccc3OC)cc2)o1,67
COc1cc(-c2cc(C(=O)N/N=C\c3ccco3)[nH]n2)ccc1OC(C)C,58
O=C(Cn1cnc2ccccc21)N1CCCCC1,65

Next records follow.
compound,RMI FANCM FP
CC(C)(C)[C@H]1COC(CC2=N[C@@H](C(C)(C)C)CO2)=N1,54
CCN(CC)C(C)C(=O)N1c2ccccc2Sc2ccccc21 (stereo unspecified),55
CN(C)CCN(C(=O)c1ccc(S(=O)(=O)N2CCCC2)cc1)c1nc2cc3c(cc2s1)OCCO3,83
O=C(NCC(c1ccsc1)N1CCc2ccccc2C1)C(=O)NC1CCCC1 (stereo unspecified),66
O=C(CC1CSc2nc3c(c(=O)n21)CCCC3)NCc1ccc(F)cc1 (stereo unspecified),63
O=C(/C=C/c1ccco1)NCCCS(=O)(=O)N1CCN(c2ccc(F)cc2)CC1,66
O=C(COc1ccc(Cl)cc1)NCC(c1cccs1)N1CCOCC1 (stereo unspecified),55
O=C(CSc1nnc2ccc(-c3ccc(Cl)cc3)nn12)N1CCN(c2ccccc2)CC1,54
CS(=O)(=O)c1ccc(CC(=O)Nc2nnc(-c3cc4ccccc4o3)o2)cc1,56
CC(=O)OC[C@H]1O[C@@H](NC(N)=O)[C@H](OC(C)=O)[C@@H](OC(C)=O)[C@@H]1OC(C)=O,60
COc1cc(CSc2nnc(-c3ccc(Cl)s3)o2)cc(OC)c1,74
O=C(Nc1cnc2nc[nH]n2c1=O)c1ccc(F)cc1,59
Oc1ccccc1C=NCCN=Cc1ccccc1O,51
Cc1cc(SCC(=O)Nc2ccc(OC(F)F)cc2)nc2ccccc12,64
Cn1nc(C(F)(F)F)c2cc(C(=O)O)sc21,52
Sc1sc(-c2ccccc2)cc1C=Nc1ccccc1,51
N#C/C(=N/OC(=O)c1ccc(Cl)cc1)S(=O)(=O)c1ccc(Cl)cc1,56
O=C(Nc1nccs1)C1CCCCN1S(=O)(=O)c1ccc(Cl)s1 (stereo unspecified),53
C/C(=N/Nc1c([N+](=O)[O-])cc(C(F)(F)F)cc1[N+](=O)[O-])c1cccnc1,54
Cc1c(-c2nc(-c3ccc([N+](=O)[O-])o3)no2)n(C)oc1=O,51
COC(=O)c1ccc2c(=O)n(CC(=O)N3CCN(c4cccc(C)c4C)CC3)c(=S)[nH]c2c1,56
CC(C)(O)C#Cc1ccc(/C=N\Nc2ccccc2)cc1,56
COc1cc2c(cc1OC)C(C)N(C(=O)c1ccc(-c3ccccn3)s1)CC2 (stereo unspecified),63&56
CC(=O)N1CCN(c2ccnc3c2c(=O)n(CC(=O)Nc2cc(C)on2)c(=O)n3C)CC1,53
